HT1080NT lethal = qHTS for induction of synthetic lethality in tumor cells producing 2HG: qHTS for the HT-1080-NT fibrosarcoma cell line. HT-1080-NT fibrosarcoma viability, CellTiter-Glo ATP luminescence, 48 h. Potency, µM (doses to about 46.1 µM), for the others: at the top dose activity, negative = less viability, hits mostly cytotoxic. actives 1.6% (n = 360,000). AID 686970, 2013;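 further: NT is the 2HG producing partner of a matched IDH1 knockdown line; potency means the concentration at half of the fitted maximal effect; 0% = DMSO-treated cells and -100% = media-only wells without cells; nearly all actives have a fitted effect of over 55% in size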
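Toxicity toward the 2HG-producing NT line was scored as %Activity, normalised to DMSO and no-cell wells, from CellTiter-Glo luminescence after 48 hours' treatment.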
GLP-1R agonist = qHTS of GLP-1 Receptor Agonists; Potency, µM (top dose mostly 45.6 µM), without a hit: top-dose activation, hits mostly activators; Glucagon-like peptide 1 receptor (Homo sapiens), P43220; actives 0.007% (n = 380,000); HEK293 GLP-1R CRE-luciferase, luminescence, 4-6 h; cells express a hypersensitive GLP-1R form; further: potency means the concentration at half of the fitted maximal effect; % of control where 0% means no effect
Target sequence (P43220 whole entry, looked up): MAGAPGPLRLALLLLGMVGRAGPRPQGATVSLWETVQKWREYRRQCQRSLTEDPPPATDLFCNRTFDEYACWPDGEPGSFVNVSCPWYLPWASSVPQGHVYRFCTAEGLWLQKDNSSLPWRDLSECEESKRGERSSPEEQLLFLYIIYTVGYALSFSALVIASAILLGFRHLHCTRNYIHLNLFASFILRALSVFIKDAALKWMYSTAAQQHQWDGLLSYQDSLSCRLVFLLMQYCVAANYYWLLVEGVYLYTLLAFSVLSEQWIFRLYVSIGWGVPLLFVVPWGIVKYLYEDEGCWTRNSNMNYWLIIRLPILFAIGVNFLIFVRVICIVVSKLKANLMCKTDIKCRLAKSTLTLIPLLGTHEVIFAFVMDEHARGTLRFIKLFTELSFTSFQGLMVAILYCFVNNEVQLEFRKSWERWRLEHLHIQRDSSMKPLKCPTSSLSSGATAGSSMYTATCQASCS
KB-3-1 cytotox = qHTS assay for MDR1-selective chemotherapeutics: Primary screen using the parental adenocarcinoma cell KB-3-1; actives 1.4% (n = 400,000); KB-3-1 viability, CellTiter-Glo ATP luminescence, 72 h; Potency, µM (top dose mostly 46.1 µM), without a hit: at the top dose activity change, negative = cytotoxic, hits mostly cytotoxic; further: potency means the concentration at half of the fitted maximal effect; on the % scale 0 is the no-effect control and ±100 the full control effect; nearly all actives have a fitted effect of over 60% in size
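Cytotoxicity in the drug-sensitive parental line KB-3-1 was scored as loss of CellTiter-Glo luminescence following 72 h incubation with compound. Values come from curve fitting of normalized concentration-response data.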
SW480 rereplic = A quantitative high throughput screen for small molecules that induce DNA re-replication in SW480 colon adenocarcinoma cells; SW480 DNA re-replication, Hoechst DNA content imaging, 48 h; Potency, µM (top dose mostly 46.1 µM), inactives show at the highest dose re-replication activation, hits mostly activators; actives 1.8% (n = 340,000); AID 624297, 2012; further: potency means the concentration at half of the fitted maximal effect; % of control where 0% means no effect; nearly all actives have a fitted effect of over 55% in size
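First, 250 cells per well were seeded. Next, compound or vehicle (23 nL) was pinned in, plates sat 48 hr at 37 C. Finally Hoechst was added for 40 min before fluorescence scanning.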
KB-V1 MDR tox = qHTS assay for MDR1-selective chemotherapeutics: Primary screen using the drug-selected MDR subline cells KB-V1. AID 1347076, 2019. actives 3.4% (n = 400,000). KB-V1 MDR cells viability, CellTiter-Glo, 72 h. Potency, µM (titrated, usually from 46.1 µM), for inactives: at the highest dose activity change, negative = cytotoxicity, most hits filed as cytotoxic; further: potency means the concentration at half of the fitted maximal effect; on the % scale 0 is the no-effect control and ±100 the full control effect; nearly all actives have a fitted effect of over 60% in size
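Cytotoxicity via CellTiter-Glo luminescence after 72 h compound exposure at 37 degrees C. Cells: drug-selected KB-V1 line, DMEM phenol-red free plus 10% FBS. Compounds tested at multiple concentrations; normalized data fitted to concentration-effect curves.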
IL-1B inflam inh = qHTS for Inhibitors of Inflammasome Signaling: IL-1-beta AlphaLISA Primary Screen | AID 743279, 2014 | THP-1 LPS/ATP IL-1B secretion, AlphaLISA, 16 h; hits give low values | activity change, % at 57.5 µM | actives 4.7% (n = 360,000); in the data active means activity change below about -50%; inconclusive means mostly about -30% to -49%; further: on the % scale 0 is the no-effect control and ±100 the full control effect
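Secreted IL-1B measured by AlphaLISA bead assay after 16 h compound exposure of THP-1 cells; compounds (final up to 57.5 uM) added 1 h before LPS (250 ng/mL) and ATP (1.25 mM) stimulation; lower signal means less secretion.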
DRD3 antagonist = qHTS of D3 Dopamine Receptor Antagonist: qHTS; max response, negative = inhibition, %; actives 2.5% (n = 360,000); D3R cells, DiscoveRx beta-arrestin luminescence, antagonist mode; hits give low values; D(3) dopamine receptor (Homo sapiens), P35462; in the data active means max response below about -50%; inconclusive means no clear call, values can overlap the other calls; further: on the % scale 0 is the no-effect control and ±100 the full control effect; mostly tested at two doses, the higher about 12 µM
Target sequence (P35462 whole entry, looked up): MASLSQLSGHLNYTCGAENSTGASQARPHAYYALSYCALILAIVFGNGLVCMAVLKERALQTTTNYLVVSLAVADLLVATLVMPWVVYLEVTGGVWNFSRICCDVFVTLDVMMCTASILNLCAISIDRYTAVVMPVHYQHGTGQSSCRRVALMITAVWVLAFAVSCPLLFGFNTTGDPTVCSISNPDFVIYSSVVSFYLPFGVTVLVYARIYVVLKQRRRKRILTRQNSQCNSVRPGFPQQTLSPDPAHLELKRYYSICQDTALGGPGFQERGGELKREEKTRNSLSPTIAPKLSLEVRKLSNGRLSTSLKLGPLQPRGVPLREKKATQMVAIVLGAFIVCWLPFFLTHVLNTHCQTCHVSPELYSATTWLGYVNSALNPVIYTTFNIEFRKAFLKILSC
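Cells expressing the human receptor were seeded at 1500 cells/well, incubated overnight at 37 degrees C in 5% CO2, then exposed to library compounds with dopamine controls for 90 minutes at 37 degrees C before luminescent detection.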
DRD3 agonist = qHTS of D3 Dopamine Receptor Agonist: qHTS; D(3) dopamine receptor (Homo sapiens), P35462; D3R DiscoveRx beta-arrestin cells, luminescence, 90 min; max activation, %; actives 0.58% (n = 410,000); in the data active means max activation above about 30%; further: 0% is about no effect; mostly tested at two doses, the higher about 12 µM
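Agonist-mode cell screen: cells plated at 1500/well and incubated overnight at 37 °C, then exposed to library compounds for 90 min at 37 °C. Detection reagent was added for 30–60 min at room temperature, and luminescence was read.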
HT1080 IDH1KD tx = qHTS for induction of synthetic lethality in tumor cells producing 2HG: qHTS for the HT-1080-IDH1KD cell line; actives 2% (n = 360,000); HT-1080 IDH1 knockdown viability, ATP luminescence, 48 h; Potency, µM (doses to about 46.1 µM), for inactives: top-dose activity, negative = toxicity, usual class: cytotoxic;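 further: potency means the concentration at half of the fitted maximal effect; 0% = DMSO wells and -100% = cell-free medium wells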
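Using the IDH1-knockdown HT-1080 line run in the same batch and compound series as the NT line, viability after 48 h at 37 °C was determined by CellTiter-Glo luminescence and expressed as % activity.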
An asterisk follows results filed as active; u = inconclusive; x = no result given; [ ] = dose if it differs, or a comment. Unless noted, the call rests on the fitted dose curve; in most records, active means well fitted curve in the direction sought with a large enough effect; inconclusive means small, poorly fitted or top-dose-only effect, or another doubt; inactive means no such curve, though single readings can be large; an effect the other way counts as inactive or inconclusive.

SMILES	HT1080NT lethal	GLP-1R agonist	KB-3-1 cytotox	SW480 rereplic	KB-V1 MDR tox	IL-1B inflam inh	DRD3 antagonist	DRD3 agonist	HT1080 IDH1KD tx
CN1C(=O)C(=C2CCCCCC2)SC1=S	11%	-5%	-1%	-4%	-2%	1	0	-2	-2%
O=C(COC(=O)/C=C/c1ccc(OC(F)F)cc1)NC1CCCCCCC1	4%	-20%	-3%	-12%	1%	7	6	4	-1%
CC1(C)CC(=O)C2=C(C1)Oc1ncn(CCCO)c(=N)c1C2c1ccccc1 (stereo not drawn)	-2%	-12%	-4%	-1%	-14%	-15	u	-10	2%
c1coc(Cn2nnnc2CN2CCN(C3CCCCC3)CC2)c1	19%	-6%	9%	-2%	10%	13	u	1	17%
CSC1=N/C(=C\c2cccnc2)C(=O)N1c1ccccc1	10%	11%	9%	-1%	5%	32	-4	3	27%
O=C(Cc1c(Cl)cccc1Cl)OCc1ccccn1	-6%	17%	4%	-1%	15%	-4	-23	-12	2%
CCC(C(=O)Nc1c(C)cccc1C)n1c(-c2ccc(=O)[nH]c2)nc2ccccc21 (stereo not drawn)	-2%	x	4%	x	7%	33	7	7	11%
O=C(Cn1nc(Br)nc1Br)c1ccccc1	-1%	2%	0%	1%	0%	-11	4	-17	16%
COc1cccc(CNC(=O)c2ccc(NS(=O)(=O)c3ccc4[nH]c(=O)[nH]c4c3)cc2)c1	3%	-1%	1%	-6%	3%	-13	11	2	6%
COc1ccc(NC(=O)Nc2ccccc2C(N)=O)cc1	13%	-2%	1%	-67%[inhibitor]	13%	0	-3	0	7%
Cc1noc(C)c1C(=O)Nc1nc2ccccc2s1	-20%	10%	-8%	-233%[inhibitor]	8%	8	11	1	-23%
COC1CCCCC1NS(=O)(=O)c1ccc(Cl)cc1 (stereo not drawn)	1%	-4%	21%	-3%	6%	23	3	1	1%
CC(C)(O)C#Cc1ccc(C(=O)NC(CCCNC(N)=O)C(=O)O)s1 (stereo not drawn)	20%	0%	-1%	1%	15%	6	8	2	18%
CCOc1ccc(-c2nn3c(-c4ccccc4)nnc3s2)cc1	2%	-13%	-13%	19%	-22%	-22	-24	-8	21%
O=C1OC(N2CCN(C(=O)c3ccco3)CC2)c2ccccc21 (stereo not drawn)	13%	4%	-2%	-2%	14%	2	-12	8	9%
Cc1cccc(OCC(=O)N/N=C/c2ccccc2C(=O)O)c1	8%	3%	-1%	2%	7%	111	2	2	14%
C/C(=N\NC(=O)CC#N)C1COc2ccccc2O1 (stereo not drawn)	10%	2%	5%	0%	11%	5	-2	2	12%
Cc1sc(NC(=O)CCC(=O)O)c(C#N)c1C	4%	-1%	1%	-142%[inhibitor]	12%	-8	6	0	11%
COCCN1CCc2c(C)nc3c(-c4ccc(OC)c(OC)c4)cnn3c21	0%	7%	-7%	-4%	-20%	5	13	4	3%
COc1ccc2nc(SC)c(C#N)cc2c1	23%	-1%	2%	1%	3%	5	-6	-4	u
Cc1cccc(NC(=S)NCc2ccc(F)cc2)c1C	-6%	0%	-9%	-2%	-29%	-10	1	-5	-8%
COC(=O)C(NC(=O)Nc1ccccc1OC)C(C)C (stereo not drawn)	-2%	-5%	-1%	-2%	14%	7	-8	-2	-2%
CC(C)N1C/C(=C/c2ccsc2)C(=O)/C(=C/c2ccsc2)C1	u	0%	15µM*	9.2µM*	u	-96*	u	-9	u
NNC(=O)CC1=NNC(=O)C1	-1%	0%	7%	-6%	17%	-5	11	6	-10%
CCOC(=O)Cc1csc(NC(=O)Cc2ccccc2[N+](=O)[O-])n1	0%	7%	-4%	-1%	0%	15	-5	-2	3%
Going on with the list:
SMILES	HT1080NT lethal	GLP-1R agonist	KB-3-1 cytotox	SW480 rereplic	KB-V1 MDR tox	IL-1B inflam inh	DRD3 antagonist	DRD3 agonist	HT1080 IDH1KD tx
Cc1ccc(N2CC(C(=O)OCC(=O)Nc3ccc(Cl)cc3)CC2=O)cc1 (stereo not drawn)	-3%[9.24 µM]	-5%	-14%	-9%	-12%	-26	-25	-1	-3%
O=C1C(c2ccccc2)CN1Cc1ccccc1 (stereo not drawn)	15%	17%	8%	x	-6%	5	15	7	-12%
O=[N+]([O-])c1ncccc1OCc1ccccc1Br	0%	14%	-6%	-3%	-4%	-17	-8	0	-1%
COC(=O)CN1C(=O)Nc2ccc(C)cc2C1c1ccccc1 (stereo not drawn)	10%	-4%	-6%	3%	-4%	0	-11	2	-11%
O=C(NNC(=O)C1CCCC1)c1ccc(F)cc1	10%	9%	17%	-10%	8%	-5	12	-2	14%
CCCCN(C(C)=O)c1c(N)n(CCC)c(=O)n(CC(=O)Nc2cc(Cl)cc(Cl)c2)c1=O	-16%	4%	2%	8%	3%	u	9	30	-23%
Cc1ccccc1N(CC(=O)NC1CCCCC1)C(=O)CCCC(=O)Nc1ccccn1	-1%	9%	4%	12%	u	11	7	-4	3%
Cc1ccc(C)c(N2CCN(S(=O)(=O)c3cn(C)c(C)n3)CC2)c1	x	-3%	-1%	x	7%	x	x	-8	x
COc1ccc(OCC2c3cc(OC)c(OC)cc3CCN2C(=O)c2c(F)cccc2F)cc1 (stereo not drawn)	x	5%	u	x	u	x	x	-4	x
CC(NC(=O)c1ccc(Cn2cc([N+](=O)[O-])cn2)cc1)c1ccccc1 (stereo not drawn)	-3%	1%	1%	0%	0%	-7	20	3	-6%
Cc1nc2cc(NC(=O)c3ccco3)ccc2n1C	7%	-5%	1%	-11%	-2%	-1	7	4	12%
CCOC(=O)N1CCC(N2C(=O)c3ccccc3C2Nc2ccc3c(C)cc(=O)oc3c2)CC1 (stereo not drawn)	-5%	9%	-1%	4%	13%	-8	3	-1	4%
Cc1ccc2nc3n(c2c1)CCCN3	-9%	0%	u	-4%	u	20	-59*	0	-4%
COc1cc(NC(=O)C2CCCO2)c(C(=O)O)cc1OC (stereo not drawn)	17%	-12%	-1%	-2%	-1%	32	-13	8	6%
O=C(Nc1ccccc1OC(F)F)c1cccc(S(=O)(=O)N2CCCC2)c1	4%	18%	15%	-5%	12%	10	0	5	-1%
O=C(/C=C/c1cccc(F)c1)N1CCc2ccccc21	-4%	8%	-4%	14%	1%	4	10	1	-9%
CC(C)CC1CC(C)(c2csc(NNC(=O)c3ccccc3)n2)OC1=O (stereo not drawn)	-1%	2%	-17%	0%	-6%	3	4	-3	-2%
O=C(COc1ccc(Cl)cc1Cl)NC(=O)N1CCOCC1	12%	4%	5%	-13%	10%	u	-58*	-5	2%
CN(Cc1ccccc1)C(=O)COC(=O)c1cc([N+](=O)[O-])ccc1N1CCOCC1	2%	4%	26%	-5%	u	-7	-21	-6	-8%
Cc1c(CN(C)C(=O)C2CCC(=O)N(Cc3ccccc3F)C2)[nH]c2ccccc12 (stereo not drawn)	-10%	-5%	-9%	x	-21%	-1	2	1	-7%
CCC(=O)c1ccc(OCC(O)CNCc2ccc(F)cc2)cc1 (stereo not drawn)	-5%	12%	-1%	1%	u	-12	-16	4	-7%
Cc1nn2c(-c3ccco3)ccnc2c1-c1ccc(Br)cc1	x	1%	10%	x	u	x	x	9	x
COc1ccc2cc(C(=O)COC(=O)COc3ccc4c(C)cc(=O)oc4c3)ccc2c1	0%	20%	-1%	0%	-26%	-5	-3	0	4%
CC(C)(C)C(=O)Nc1nc2c(s1)CN(Cc1ccccc1)CC2	-6%	6%	-4%	u	u	-12	-21	-10	12%
O=C(COC(=O)c1ccccc1)Nc1ccccc1Br	17%	13%	-12%	0%	4%	-5	9	2	18%

Compound profiles (already shown). Screens in order: HT1080NT lethal | GLP-1R agonist | KB-3-1 cytotox | SW480 rereplic | KB-V1 MDR tox | IL-1B inflam inh | DRD3 antagonist | DRD3 agonist | HT1080 IDH1KD tx
O=C(Cn1nc(Br)nc1Br)c1ccccc1 is listed with -1% | 2% | 0% | 1% | 0% | -11 | 4 | -17 | 16%
NNC(=O)CC1=NNC(=O)C1 is listed with -1% | 0% | 7% | -6% | 17% | -5 | 11 | 6 | -10%
COc1ccc2cc(C(=O)COC(=O)COc3ccc4c(C)cc(=O)oc4c3)ccc2c1 is listed with 0% | 20% | -1% | 0% | -26% | -5 | -3 | 0 | 4%
Cc1sc(NC(=O)CCC(=O)O)c(C#N)c1C is listed with 4% | -1% | 1% | -142%[inhibitor] | 12% | -8 | 6 | 0 | 11%

Next compounds
SMILES	HT1080NT lethal	GLP-1R agonist	KB-3-1 cytotox	SW480 rereplic	KB-V1 MDR tox	IL-1B inflam inh	DRD3 antagonist	DRD3 agonist	HT1080 IDH1KD tx
COc1cc2c(cc1OC)C(c1ccccc1F)NCC2 (stereo not drawn)	2%	1%	4%	-1%	13%	-5	5	-1	0%
Cc1nnc(Cl)c2nn(-c3ccccc3F)c(C)c12	12%	0%	-1%	-6%	10%	8	15	10	7%
Cc1cc(C(C)(C)C)oc1C(=O)NCCCNC(=O)c1oc(C(C)(C)C)cc1C	5%	-4%	-11%	-2%	-6%	10	-6	-10	0%
C[C@@H]1NC(=O)c2cc([N+](=O)[O-])cc(I)c2OCC[C@@H](C(=O)NC(CC(=O)O)C(N)=O)NC(=O)[C@H](CC(N)=O)NC1=O (stereo partly drawn)	5%	3%	21%	-4%	16%	-3	4	1	16%
Cc1ccc(N2C(=O)C3C4C=CC(C4)C3C2=O)cc1 (stereo not drawn)	0%	-1%	15%	2%	9%	10	17	0	-4%
Cc1ccc(-n2c(O)c(/C=N/c3ncn[nH]3)c3ccccc3c2=O)cc1	-29%	8%	0%	27%	-21%	-16	0	-11	u
CC(CC(=O)NCC1CCCO1)c1ccccc1 (stereo not drawn)	0%	-2%	12%	-1%	-1%	-11	-19	1	-1%
